Screening data from PubChem.
JMJD2C inh = inhibitors of human GASC-1 (JMJD2C) demethylase; Q9H3R0; GST-JMJD2C(1-420) H3K9me3 demethylation, DELFIA europium; inhibition, % at 2.35 µM; 330,000 tested, 0.069% active; AID 2099;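 active means more than half of a compound's replicate wells show inhibition beyond 50%, single wells judged on their own value; inconclusive means some, but no more than half, of replicates pass 50% inhibition; inactive means no replicate passes 50% inhibition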;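 further: signal counts dimethyl H3K9 product captured on neutravidin plate; 0% = median of DMSO wells and 100% = 0.3 times that DMSO median; strong numbers were not always called active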
Target sequence (Q9H3R0 1-420 limits assumed): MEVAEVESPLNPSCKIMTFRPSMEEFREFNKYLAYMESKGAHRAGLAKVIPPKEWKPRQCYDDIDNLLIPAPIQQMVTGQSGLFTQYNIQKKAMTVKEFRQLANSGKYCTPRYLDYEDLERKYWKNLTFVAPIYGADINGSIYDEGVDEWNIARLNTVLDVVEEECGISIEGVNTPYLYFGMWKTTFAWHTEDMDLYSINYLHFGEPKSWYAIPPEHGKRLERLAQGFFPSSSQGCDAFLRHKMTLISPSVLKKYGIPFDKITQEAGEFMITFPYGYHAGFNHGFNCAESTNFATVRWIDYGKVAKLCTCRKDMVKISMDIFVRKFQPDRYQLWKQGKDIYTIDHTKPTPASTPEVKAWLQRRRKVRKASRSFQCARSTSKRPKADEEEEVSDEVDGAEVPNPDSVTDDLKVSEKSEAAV
PP1 inh = blocks human PP1-alpha phosphatase, a PP5 counter-screen; 320,000 tested, 0.9% active; inhibition, % at 6.7 µM; AID 2235; P62136; purified PP1alpha, OMFP fluorescence;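 active means inhibition above the mean inhibition of all tested compounds plus 3 SD, computed separately for each screening campaign, cut at about 15% in these data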
Target sequence (P62136 whole entry, looked up): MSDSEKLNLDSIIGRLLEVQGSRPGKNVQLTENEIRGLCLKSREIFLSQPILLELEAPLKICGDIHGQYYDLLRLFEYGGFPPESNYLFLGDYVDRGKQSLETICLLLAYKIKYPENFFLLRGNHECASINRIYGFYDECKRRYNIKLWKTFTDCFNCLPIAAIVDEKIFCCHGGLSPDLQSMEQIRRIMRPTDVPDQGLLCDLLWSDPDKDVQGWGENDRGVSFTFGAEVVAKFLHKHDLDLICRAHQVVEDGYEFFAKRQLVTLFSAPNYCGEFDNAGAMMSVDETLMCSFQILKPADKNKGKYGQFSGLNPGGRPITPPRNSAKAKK
HCV core dimer = HCV core protein dimerization inhibition; 300,000 tested, 0.33% active; inhibition, % at 5 µM; TR-FRET GST/Flag-core106 dimerization, 1536-well;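 active means inhibition above the mean of all tested compounds plus 3 SD, set per screening campaign, cut at about 45% in these data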
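System: GST/Flag-tagged HCV core106 proteins. Incubation: compound-protein-antibody incubation 4 h at 22.5 °C. Technique: HTRF with 340 nm excitation, 617/671 nm emission. Medium: KF-containing HEPES buffer, pH 7.45, DTT, CHAPS, BSA. Read-out: inhibition (%) from 671 over 617 nm ratio. Also added: Eu(K)-anti-GST 90 ng/mL plus XL665-anti-Flag 1 µg/mL.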
PP5 primary = inhibitors of human protein phosphatase 5 (PP5); 320,000 tested, 0.18% active; purified PP5c, OMFP substrate fluorescence; inhibition, % at 6.7 µM; P53041; AID 1987;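 active means inhibition above the campaign's mean inhibition across all tested compounds plus 3 SD, cut at about 9.5% in these data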;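 further: 0% = DMSO only and 100% = 100 µM cantharidin control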
procasp3 activ = activators of human procaspase-3; recombinant procaspase-3 D3A, Ac-DEVD-pNA absorbance 405 nm; P42574; 330,000 tested, 0.11% active; activation, % at 8.5 µM;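 active means activation above the mean of all tested compounds plus 3 SD, cut at about 21% in these data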;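 further: 0% = DMSO alone and 100% = DMSO wells spiked with extra 5 µM PC-3 D3A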
Target sequence (P42574 whole entry D9A/D28A/D175A): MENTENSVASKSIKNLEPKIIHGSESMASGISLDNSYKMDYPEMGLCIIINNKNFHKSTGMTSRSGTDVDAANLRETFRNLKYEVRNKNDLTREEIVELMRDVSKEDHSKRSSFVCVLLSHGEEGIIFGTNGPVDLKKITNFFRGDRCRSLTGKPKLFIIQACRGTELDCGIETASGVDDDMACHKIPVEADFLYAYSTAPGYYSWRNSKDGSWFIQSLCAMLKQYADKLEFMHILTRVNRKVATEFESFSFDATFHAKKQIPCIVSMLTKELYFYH
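System: Procaspase-3 D3A mutant. Medium: Zinc-free 300 mM NaCl, 50 mM HEPES, 0.01% Triton X-100. Schedule: 1 h preincubation plus 2 h reaction at 25 °C. Measured by: 405 nm absorbance of p-nitroaniline, reads at 0 and 120 min. Read-out: percent activation relative to control range.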
CTSL1 counter = cathepsin L1 inhibition, PFM18AAP counter-screen | AID 1906 | 300,000 tested, 0.49% active | inhibition, % at 5.96 µM | recombinant F. hepatica cathepsin L1, Z-Leu-Arg-MCA fluorescence;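 active means inhibition above the mean of all tested compounds plus 3 SD, set per screening campaign, cut at about 17% in these data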;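 further: 0% = plate median of test compound wells and 100% = 1 µM Z-Phe-Ala-diazomethylketone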
VLA-4 inh = inhibition in a human VLA-4 binding assay | P13612 | VLA-4 expressing cells, ligand binding flow cytometry | inhibition, % (about 7 µM as worked out from the volumes in the protocol) | 330,000 tested, 0.2% active; in the data active means inhibition above about 50%
proCasp7 act = counter-screen: procaspase-7 (human) activation | recombinant procaspase-7, Ac-DEVD-pNA absorbance 405 nm; D23A/D198A/D206A triple mutant, cannot self-cleave; scale: DMSO 0, 5 µM enzyme 100 | activation, % at 8.5 µM | 330,000 tested, 0.093% active | AID 463210;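 active means percent activation above the screen-wide mean plus 3 SD, cut at about 25% in these data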
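System: Procaspase-7 triple mutant (PC-7 D3A); measure: % activation from two-timepoint absorbance difference, scaled to controls; times: 1 h compound preincubation, 2 h substrate cleavage, 25 °C; also added: Ac-DEVD-pNA substrate, 400 µM as added; measured by: Epi-absorbance of released pNA at 405 nm, two timepoints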
GRK2 aptamer HTS = inhibitors of human GRK2 displacing RNA aptamer; 330,000 tested, 0.59% active; inhibition of aptamer binding, % at 10 µM; bead flow cytometry, FAM-aptamer displacement from GRK2; P25098;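 active means inhibition of aptamer binding above 40%, roughly 3 SD of noise, on plates passing a quality check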;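 further: median bead fluorescence of bound FAM aptamer so fluorescent compounds give negative values; no value below 0 was filed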
Numbers without * were called inactive; i = inactive; ? = inconclusive; nt = no result given; & = joins results of further samples.

SMILES | JMJD2C inh | PP1 inh | HCV core dimer | PP5 primary | procasp3 activ | CTSL1 counter | VLA-4 inh | proCasp7 act | GRK2 aptamer HTS
CN(C)CCC(c1ccccc1)c1ccccn1 (stereo not drawn) | 17 | 4&-3 | 10&-4 | -0.7&-1.0 | 3&-7 | 0&4 | 27&16 | 15&-3 | 0&0
CC(C)(C)c1cc(=O)n2c(C#N)c(C#N)nc2[nH]1 | -1 | 2 | -8 | -0.6 | -5 | 1 | 29 | 9 | 0
O=C(NCc1ccccc1)C(=O)c1cn(CC(=O)N2CCOCC2)c2ccccc12 | 9 | -1 | -5 | -0.6 | -4 | 1 | 11 | -1 | 0
Cc1cc(S(=O)(=O)Nc2ccc(C(=O)NCC(c3ccco3)N3CCCCC3)cc2)ccc1F (stereo not drawn) | -4 | -4 | 0 | 1.2 | 0 | 2 | 3 | -4 | 0
O=c1[nH]nc2n1CCCCC2 | 3 | -2 | -3 | 1.4 | 3 | -2 | 1 | 4 | 0
CCCCN(C(=O)CCC(=O)Nc1cc(C)on1)C(C(=O)NC(C)(C)CC)c1cccc(OC)c1OC (stereo not drawn) | -8 | 0 | 3 | 3.5 | 6 | 6 | -14 | -3 | 0
CCN(CC)C(=O)CSc1ncccc1-c1nc2ccccc2[nH]1 | -2 | 4 | 0 | -2.9 | 1 | 3 | 0 | 9 | 2
CCOC(=O)CN1CC23C=CC(O2)C(C(=O)NCc2ccccc2OC)C3C1=O (stereo not drawn) | 0 | -3 | -1 | 0.2 | 5 | 3 | 7 | 2 | 0
CCCOc1ccc(N2C(=O)CC(N3CCC(O)(c4cccc(C(F)(F)F)c4)CC3)C2=O)cc1 (stereo not drawn) | -9 | 1 | 7 | 3.6 | -26 | 9 | 10 | -13 | 0
COc1ccc(S(=O)(=O)Nc2ccc(S(=O)(=O)N3CCOCC3)cc2)cc1 | -10 | -2 | -2 | 0.8 | -1 | 3 | 13 | 10 | 0
O=C(Nc1ccc(N2CCOCC2)cc1)c1cc(F)c(F)cc1Cl | -3 | -2 | -7 | 1.9 | -3 | -3 | 7 | 2 | 12
Cc1ccc(-n2c(=O)c3sccc3n(CC(=O)NC3CCCCC3)c2=O)cc1 | 2 | 1 | -2 | 0.6 | 5 | 2 | 10 | -6 | 0
CCN(CC)C(=O)c1[nH]cnc1C(=O)NC1CCN(C(=O)OC(C)(C)C)CC1 | -5 | -5 | nt | 2.3 | 9 | nt | 0 | -2 | 0
COc1cc(C(=O)CSc2nncn2C)cc(OC)c1OC | 27 | -1 | -6 | 2.4 | -8 | 2 | -16 | -8 | 0
O=C(NCc1cccnc1)c1ccc2c(c1)OCO2 | 0 | -5 | 4 | -1.1 | 3 | 1 | 1 | 7 | 6
COC(=O)[C@H]1C[C@H]1[C@@H](NC(=O)c1ccc[nH]1)c1ccccc1 | -1 | 1 | 0 | 3.5 | 2 | -4 | -6 | 8 | 0
COc1ccc(C(=O)Cc2ccc(OC)c(OC)c2)cc1 | 4 | -4 | -5 | -0.8 | 2 | -1 | 8 | 1 | 1
Cc1noc(C)c1COc1cccc(C(=O)Oc2ccc3c(c2)OCO3)c1 | -4 | -1 | 0 | 6.7 | 3 | -1 | -9 | 1 | 0
CCOC(=O)C1CCN(C(=O)COC(=O)c2nn(C)c(=O)c3ccccc23)CC1 | -7 | -1 | -10 | -1.1 | 6 | -17 | -2 | -4 | 0
Cc1cc(C(=O)OCC(=O)Nc2nnc(C(C)C)s2)c2ccccc2n1 | -8 | -5 | 4 | -4.0 | 1 | -2 | -2 | 3 | 0
CCCc1cnc(N2CCN(S(=O)(=O)c3cccs3)CC2)nc1 | 1 | 0 | -2 | 0.7 | -3 | -1 | 8 | -2 | 4
CCCCC(=O)Nc1cc2nn(-c3ccc(OC)cc3)nc2cc1C | 1 | -3 | -6 | 0.1 | 0 | -4 | 10 | -2 | 3
CCN1CCN(Cc2ccc(NC(=O)c3ccc(C)c(NC(=O)C(=O)c4c[nH]c5ccccc45)c3)cc2C(F)(F)F)CC1 | -23 | 15&8 | -24&-33 | 5.9&7.2 | 11&7 | 2&1 | 16&32 | 6&-9 | 0&0
CCOc1ccccc1N1CCN(C(=O)c2c(-c3ccccc3Cl)noc2C)CC1 | -36 | -2 | -2 | 2.3 | -4 | -1 | -1 | -5 | 2
Cc1ccc2nc(N/C(=N/S(=O)(=O)c3cccs3)c3ccccc3Cl)sc2c1 | 0 | -3 | 12 | -0.2 | 2 | 4 | 28 | -2 | 2
O=c1[nH]c(COc2ccc(Cl)cc2Br)nc2ccccc12 | 12 | 4 | 15 | -0.4 | -9 | 0 | 5 | 8 | 4
CCC(=O)N1c2ccccc2C(N(C(=O)CC)c2ccccc2)CC1C (stereo not drawn) | 1 | -8 | 1 | 1.6 | 2 | 0 | 8 | -2 | 1
NS(=O)(=O)c1ccc(CNC(=O)CSc2ccccc2)cc1 | 3 | -2 | 0 | 2.2 | 7 | 3 | 3 | 5 | 1
CN(C(=O)c1ccc(C#N)cc1)c1nnc(-c2cnccn2)s1 | -14 | -6 | -1 | -1.1 | 4 | -1 | 7 | 1 | 0
CCCCN1CC(=O)N2[C@H]3c4cc(Cl)ccc4OC[C@@H]3[C@H](C(=O)OCC)[C@]2(C)C1=O | 3 | -1 | nt | -0.9 | -8 | nt | 7 | 0 | 2
Cn1c(Cl)cnc1C(O)(c1ccccc1)c1ccccc1 | i | -4 | -2 | 3.1 | -4 | 0 | 7 | 9 | 1
COc1cccc(-n2c(SCc3ccccn3)nc3c(c2=O)SCC3)c1 | -11 | 0 | -1 | 2.1 | -1 | -2 | 22 | 6 | 1
COc1cccc(CNc2ccc([N+](=O)[O-])cc2Cl)c1O | 8 | -2 | 5 | -0.1 | -7 | 0 | 8 | 0 | 0
C/C(=N\NC(=O)c1ccccc1)c1ccc(-n2ccnc2)cc1 | 9 | 3 | -5 | 1.8 | 0 | 2 | 18 | -5 | 0
O=C(NC1CCCC1)c1cc2ccccc2o1 | -4 | 3 | -21 | 2.1 | -4 | -2 | -11 | -9 | 0
CCN(CC)c1ccc(/C=N/Nc2ccccc2)c(O)c1 | -7 | 2 | 6 | 1.4 | 0 | 5 | -15 | -3 | 0
CCOc1ccccc1C(=O)NCC(=O)NCCc1ccc(S(N)(=O)=O)cc1 | -8 | -6 | -15 | -0.4 | -11 | -5 | -7 | -13 | 0
CC(=O)Nc1ccc(OCC(=O)N2CCc3ccccc3C2)cc1 | -4 | 7 | 0 | 1.7 | 4 | 0 | -1 | 2 | 0
Cc1cccc(N2CCN(C(=O)C3CCN(S(=O)(=O)c4cccc5nsnc45)CC3)CC2C)c1 (stereo not drawn) | ? | -1 | 2 | -0.5 | -2 | -1 | -6 | 4 | 0
CCC1Nc2ncnc(N3CCN(c4ccccc4)CC3)c2N(Cc2ccc(Cl)cc2)C1=O (stereo not drawn) | nt | 3 | 11 | 3.6 | -7 | -2 | 0 | -7 | 2
COc1ccc(C2(O)CCN(CC(=O)Nc3nccs3)CC2)c(OC)c1 | 7 | -3 | -2 | 2.9 | -1 | -6 | 15 | 7 | 3
C/C=C/c1cc(OC)c2c(c1)[C@H](C)[C@@H](c1ccc(O)c(OC)c1)O2 | -2 | -2 | 1 | 6.9 | -1 | 0 | -13 | 11 | 2
COC(=O)c1cc(-c2cc(OC)ccc2OC)nc2c1c(=O)n(C)c(=O)n2Cc1ccccc1 | -9 | -3 | 7 | -0.8 | 0 | -1 | 0 | 4 | 4
COc1ccc(-c2cnc3nc[nH]c(=O)c3n2)cc1 | -1 | -2 | -3 | 2.9 | 9 | -1 | 0 | -2 | 2
CC(C)(C)c1cc(OS(C)(=O)=O)ccc1O | -7 | -1 | -4 | 3.7 | 1 | 0 | 15 | -7 | 1
CCC(C(=O)c1ccccc1)P(=O)(NN)c1ccccc1 (stereo not drawn) | -8 | -2 | 2 | -1.6 | 1 | 4 | -2 | 3 | 0
N#Cc1ccccc1S(=O)(=O)N1CCN(C(=O)CN2CCCC2c2cccs2)CC1 (stereo not drawn) | 9 | 10 | nt | 2.4 | 3 | nt | -4 | -11 | 0
COc1cc(C=NNC(=O)c2ccccc2-n2cccc2)ccc1O | nt | nt | nt | nt | 0 | nt | -2 | 18 | 3
CCN(CC)C(=O)CN(c1cc2c(cc1OC)oc1ccccc12)S(=O)(=O)c1ccc(C)cc1 | 13 | 4 | 13 | 2.8 | 7 | 0 | -16 | 1 | 19
COc1ccc(C)cc1NC(=O)CSc1nnc(COc2ccc(C)cc2)n1Cc1ccco1 | 9 | 1 | 19 | 4.0 | 6 | 3 | 2 | 1 | 3
COc1ccc(C(=O)N2CCN(S(=O)(=O)N3CCOCC3)CC2)cc1OC | -1 | -6 | 3 | 1.2 | -10 | 0 | -13 | -8 | 1
CCN(CC)CC(=O)NC1CCCc2c1cnn2-c1cc(F)cc(F)c1 (stereo not drawn) | 8 | 3 | -14 | -4.6 | 5 | 5 | -12 | 4 | 2
O=C(OCc1ccccc1)c1ccc(Br)o1 | -2 | -3 | 2 | 0.7 | -6 | 0 | -1 | 5 | 2
CCCOc1cc(NCc2ccccc2)c2ncn(C(C)C)c2c1 | -6 | 3 | nt | 5.8 | 0 | nt | -2 | 7 | 2
O=C(NCC(=O)N(CC1CCCO1)C1(C(=O)NC2CCCCC2)CCCCC1)c1ccccc1 (stereo not drawn) | 5 | 0 | 3 | -0.7 | 2 | 5 | -2 | 3 | 0
O=S(=O)(Cc1cc(Oc2ccccc2)nc(-c2ccccc2)n1)c1ccccc1 | 6 | 2 | 8 | -1.1 | 3 | 2 | 20 | 8 | 3
Cn1c(=O)[nH]c(=O)c2c1nc(N1CCc3ccccc3C1)n2CCSc1nc2ccccc2s1 | 0&31 | -1 | 3 | 2.7 | 5 | 0 | -11 | -2 | 0
CC(C)CC(OC(=O)c1ccco1)C(=O)NC1CCCCC1 (stereo not drawn) | -4 | 1 | -5 | 1.6 | 6 | -51 | 0 | -7 | 0
CCOC(=O)C1=C(c2ccccc2)NC(=S)NC1c1ccc(C)c([N+](=O)[O-])c1 (stereo not drawn) | -2 | 4 | 9 | 2.4 | 5 | 2 | 12 | -21 | 0

Ordered by formula weight (low to high): part of the list above.
SMILES | JMJD2C inh | PP1 inh | HCV core dimer | PP5 primary | procasp3 activ | CTSL1 counter | VLA-4 inh | proCasp7 act | GRK2 aptamer HTS
CCN(CC)CC(=O)NC1CCCc2c1cnn2-c1cc(F)cc(F)c1 (stereo not drawn) | 8 | 3 | -14 | -4.6 | 5 | 5 | -12 | 4 | 2
CCOC(=O)C1=C(c2ccccc2)NC(=S)NC1c1ccc(C)c([N+](=O)[O-])c1 (stereo not drawn) | -2 | 4 | 9 | 2.4 | 5 | 2 | 12 | -21 | 0
COc1ccc(C(=O)N2CCN(S(=O)(=O)N3CCOCC3)CC2)cc1OC | -1 | -6 | 3 | 1.2 | -10 | 0 | -13 | -8 | 1
